Screening results from PubChem.
TGFb inhibitor = blocks TGF-b signaling | 410,000 tested, 1.2% active | HepG2 CAGA-GFP TGF-b/SMAD3 reporter, GFP fluorescence, 18 h; TGF-beta stimulated, 500 pg/mL final | Potency, µM (highest dose often 46.1 µM), for inactives: at the highest dose activity, negative = inhibition, usual class: inhibitors; note: potency is the fitted concentration of half-maximal effect; % is set by controls: 0 for no effect and ±100 for the full control effect; nearly all actives have a fitted effect of over 65% in size
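Inhibition was scored as loss of TGF-beta-induced (500 pg/mL final, 18 hours, 37 degrees C) GFP in HEPG2 cells carrying a CAGA-GFP reporter, in DMEM with 1% FBS. Well GFP was summed per cell; Activity was normalised to unstimulated and stimulated DMSO wells, then concentration-response fitting.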
ATXN viability = reduces viability in counter-screen for ATXN expression inhibitors | S2 cells (HEK-293 line with an ATXN2-luciferase reporter) viability, CellTiter-Fluor protease fluorescence, 24 h | Potency, µM (series often up to 56.7 µM), hits mostly cytotoxic | 400,000 tested, 0.49% active; note: potency is the fitted concentration of half-maximal effect; nearly all actives have a fitted effect of over 40% in size
ATXN2 expr inh = inhibitors of ATXN2 expression | HEK-293 ATXN2-luciferase reporter, luminescence, 24 h | Potency, µM (series often up to 57 µM), inactives show top-dose activity change, negative = inhibition, actives largely listed as inhibitors | 360,000 tested, 0.72% active | AID 1745845; note: potency is the fitted concentration of half-maximal effect; % is set by controls: 0 for no effect and ±100 for the full control effect; nearly all actives have a fitted effect of over 55% in size
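ATXN2-luciferase reporter cells (luciferase flanked by upstream and downstream ATXN2 gene portions) were treated 24 h at 37 °C with compounds at up to 57 uM. SteadyGlo luminescence gave expression; GF-AFC fluorescence gave viability.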
IL-1B inflam inh = blocks inflammasome-driven IL-1 beta release | THP-1 LPS/ATP IL-1B secretion, AlphaLISA, 16 h; stronger effect = lower value | 360,000 tested, 4.7% active | AID 743279 | activity change, % at 57.5 µM; in the data active = activity change below about -50%; inconclusive = mostly about -30% to -49%; note: % is set by controls: 0 for no effect and ±100 for the full control effect
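Secreted IL-1B measured by AlphaLISA bead assay after 16 h compound exposure of THP-1 cells; compounds (final up to 57.5 uM) added 1 h before LPS (250 ng/mL) and ATP (1.25 mM) stimulation; lower signal means less secretion.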
Nrf2 activator = Nrf2 pathway activation. AREc32 ARE-luciferase reporter (MCF7-derived line), luminescence, 24 h. Potency, µM (series often up to 46.1 µM), without a hit: at the top dose activation, most hits filed as activators. 410,000 tested, 0.31% active; note: potency is the fitted concentration of half-maximal effect; % of control where 0% means no effect; nearly all actives have a fitted effect of over 65% in size
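For detection, Steady-Glo was added and plates sat 30 min at RT; before that, AREc32_Fluc cells grown overnight in OPTI-MEM/5% FBS had been treated with 23 nL compound for 24 hr at 37 deg C.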
HepG2 viability = kills HepG2 cells in TGF-b inhibitor counter-screen; Potency, µM (doses to about 46.1 µM), inactives show at the top dose activity change, negative = cytotoxicity, actives largely listed as cytotoxic; HepG2 CAGA-GFP viability, ATP luminescence, 18 h; 410,000 tested, 0.76% active; note: potency is the fitted concentration of half-maximal effect; some results filed as inactive show a strong effect at the top dose
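CellTiter-Glo luminescence gave cytotoxicity after 18 hours at 37 degrees C. The cells were HepG2 CAGA-GFP in 1% FBS DMEM, stimulated with 500 pg/mL TGF-beta after compound addition. %Activity was normalised to no-cell wells (complete cell-killing) and DMSO (no toxicity), and curves were fitted and classified.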
MCF10A rerep = induces DNA re-replication in MCF 10a normal breast cells; MCF 10A DNA re-replication, Hoechst nuclear intensity, 48 h; Potency, µM (top dose mostly 46.1 µM), inactives show at the top dose activity, positive = re-replication, most hits filed as activators; 350,000 tested, 2.9% active; AID 624296; note: potency is the fitted concentration of half-maximal effect; % of control where 0% means no effect; nearly all actives have a fitted effect of over 50% in size
A549 tox = counter-screen for Nrf2 inhibitors: cytotoxicity in A549 cells | 390,000 tested, 0.16% active | A549 ARE-Fluc cells, CellTiter-Fluor viability, 18-24 h | Potency, µM (doses to about 46 µM), for inactives: at the highest dose activity change, negative = cytotoxicity, usual class: inhibitors; note: potency is the fitted concentration of half-maximal effect; % is set by controls: 0 for no effect and ±100 for the full control effect
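A549 ARE_Fluc cells in 5% FBS OPTI-MEM were exposed to compounds in concentration-response for 18-24 h at 37 deg C. Viability was read by CellTiter-Fluor fluorescence (Ex 405/Em 525) after 30 min, before the luciferase read.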
Nrf2 block = blocks Nrf2 signaling | A549 ARE-Fluc reporter, luciferase luminescence, 18-24 h | Potency, µM (doses to about 46 µM), for inactives: at the top dose activity change, negative = inhibition, most hits filed as inhibitors | 360,000 tested, 2.1% active | AID 504444; note: potency is the fitted concentration of half-maximal effect; % is set by controls: 0 for no effect and ±100 for the full control effect; nearly all actives have a fitted effect of over 60% in size
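Quantitative HTS in A549 cells stably bearing an antioxidant response element-firefly luciferase construct. Inhibition of Nrf2-driven transcription was scored by luminescence after 18-24 h of compound exposure at 37 °C.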
* hit, by the source's call; i = inactive; ? = inconclusive; nt = no result given; & = joins results of further samples; [ ] = another dose, or the depositor's remark. Unless noted, calls come from the whole dose curve; as a rule, active = well fitted curve in the direction sought with a large enough effect; inconclusive = small, poorly fitted or top-dose-only effect, or another doubt; inactive = no such curve, though single readings can be large; an effect the other way counts as inactive or inconclusive.

SMILES	TGFb inhibitor	ATXN viability	ATXN2 expr inh	IL-1B inflam inh	Nrf2 activator	HepG2 viability	MCF10A rerep	A549 tox	Nrf2 block
COCCNC(=O)CN(c1ccc(OC)c(OC)c1)S(=O)(=O)c1ccc(C)cc1	13%	i	0%	13	-0.7%	-4%	-1%	3%	-3%
O=C(CSc1nnnn1-c1ccc(F)cc1)NNC(=O)c1ccco1	5%	i	4%	-7	0.3%	-6%	-4%	-1%	-20%
COc1cccc(CNC(=O)CC(NC(C)=O)c2ccccc2)c1 (stereo not given)	-9%	i	nt	25	-0.8%	-11%	-1%	-3%	5%
Cc1ccc(C(=O)CNc2ccc(C)cc2C)cc1	16%	i	-8%	-18	-0.3%	-21%	8%	2%	?
CC[C@]12c3[nH]c4ccccc4c3CCN1C(=O)C(CC(=O)NCCCOC)C[C@@H]2C(=O)N1CCN(C(=O)C2CC2)CC1 (stereo not given in full)	13%	i	3%	15	-0.4%	-1%	1%	0%	3%
S=c1[nH]nc(-c2ccc(Br)cc2)n1Cc1ccco1	2%	i	-17%	9	-0.2%	3%	-1%	2%	nt
CCN(c1ccc(NS(=O)(=O)c2cc(Cl)ccc2Cl)cc1)C(C)C	-20%	i	-4%	-92*	-0.2%	-22%	23µM*	13%	-17%
COc1ccc(CNC(=O)c2cc(=O)c3ccc(C)c(C)c3o2)cc1	-8%	i	5%	24	0.1%	-12%	4%	3%	-10%
O=C(O)c1cccc2c1C(=O)c1ccccc1C2=O	-1%	i	-6%[11.3 µM]	-7	-0.3%	-2%	0%	5%	-16%
O=S(=O)(NC1CCCC1)c1ccc(-n2cnnn2)cc1	-2%	i	-25%	-3	-0.4%	4%	-2%	5%	-15%
O=C(c1ccoc1)N1CCN(c2cc(-c3ccncc3)nc3cc(-c4cccc(Cl)c4)nn23)CC1	22%	i	-22%	-11	-0.2%	5%	nt	nt	nt
O=C(O)CCc1n[nH]c(=S)[nH]c1=O	7%	i	-14%	25	-0.8%	0%	-1%	-3%	5%
CC1CCCC(C)N1/N=C/c1ccc(Cl)cc1 (stereo not given)	-4%	i	2%	19	-0.7%	9%	?	-3%	3%
Brc1ccc(Nc2ncnc3[nH]ncc23)cc1	?	i	nt	3	3.5%	-15%	1%	?	6%
CN(c1ccccc1C(=O)Nc1ccc2c(c1)n(C)c(=O)n2C)S(C)(=O)=O	14%	i	nt	27	4.1%	15%	2%	0%	-1%

Some of the entries so far, field by field.
COc1cccc(CNC(=O)CC(NC(C)=O)c2ccccc2)c1 (stereo not given)
  TGFb inhibitor: -9%
  ATXN viability: i
  ATXN2 expr inh: nt
  IL-1B inflam inh: 25
  Nrf2 activator: -0.8%
  HepG2 viability: -11%
  MCF10A rerep: -1%
  A549 tox: -3%
  Nrf2 block: 5%
Cc1ccc(C(=O)CNc2ccc(C)cc2C)cc1
  TGFb inhibitor: 16%
  ATXN viability: i
  ATXN2 expr inh: -8%
  IL-1B inflam inh: -18
  Nrf2 activator: -0.3%
  HepG2 viability: -21%
  MCF10A rerep: 8%
  A549 tox: 2%
  Nrf2 block: ?

Next part
SMILES	TGFb inhibitor	ATXN viability	ATXN2 expr inh	IL-1B inflam inh	Nrf2 activator	HepG2 viability	MCF10A rerep	A549 tox	Nrf2 block
CCc1ccccc1NC(=O)Cc1cn(C)c2ccccc12	1%&-20%	i	7%&1%	27	-0.5%&-0.6%	-7%&-24%	1%	-5%&2%	7%&-4%
O=C(Nc1c2c(nn1-c1ccc(Cl)cc1)CS(=O)(=O)C2)c1ccc2c(c1)OCO2	10%	i	-18%	-3	-0.1%	-33%	2%	6%	9%
CC(=O)NCCC(=O)Nc1ccc(F)cc1C	14%	i	-2%	4	-0.4%	-21%	-2%	3%	nt
N#Cc1ccc(Cl)cc1NC(=O)COC(=O)c1ccc(S(=O)(=O)N2CCCC2)cc1	1%	?	-19%	28	0.4%	0%	-1%	-1%	16%
C=CCN(CC=C)Cc1cc(=O)oc2cc(OC)ccc12	-12%	i	11%	21	0.3%	-27%	nt	nt	nt
O=C(Nc1ccccn1)NC1CCS(=O)(=O)C1 (stereo not given)	-24%	i	1%	14	-1.0%	3%	-1%	-2%	-4%
CCOC(=O)Cn1c(=O)oc2cc(S(=O)(=O)N3CCN(c4ccc(F)cc4)CC3)ccc21	-3%	nt	nt	nt	-1.1%	-20%	nt	-11%	21%
CCOc1ncccc1C(=O)N1CCCSC1=Nc1ccc(C(C)=O)cc1	1%	i	-5%	3	2.4%	10%	0.92µM*	13%	0%
COc1ccccc1CC(=O)N1CCN(c2ccc(F)cc2)CC1	?	i	-18%	-13	-0.8%	5%	2%	-8%	-11%
COc1ccc(C(CCNC(C)c2ccccc2)C(C)C)cc1 (stereo not given)	?	i	-25%	nt	8.8%	-94%	-6%	1%	10%
O=C(CCNC(=O)c1ccc([N+](=O)[O-])cc1)Nc1ccc(N2CCOCC2)cc1N1CCOCC1	12%	i	nt	15	0.2%	16%	0%	1%	3%
CCOc1ccccc1OCC(=O)Nc1cc(S(=O)(=O)N2CCCCC2)ccc1OC	1%	i	-1%	13	-0.3%	8%	?	0%	-1%
COc1ccccc1C(=O)c1cn(CC(=O)Nc2ccccc2F)c2nc(C)ccc2c1=O	0%	?	9%	nt	-0.6%	4%	nt	-20%	-15%
CN(C(=O)c1cc2c(=O)n3ccccc3nc2n1C)C1CCCCC1	?	i	25%	-2	-0.6%	-8%	18%	13%	25%
Cc1ccc(CNC(=O)c2nnn(-c3cccc(C)c3)c2N)cc1	-1%	i	6%	0	2.8%	3%	-4%	2%	6%
Cn1ccnc1Sc1ccc(C=O)cc1[N+](=O)[O-]	-5%	i	9%	35	1.2%	-46%	-3%	10%	0%
COC(=O)NNC(=O)COc1ccc(Br)c(C)c1	-32%	i	17%	0	0.8%	-22%	4%	-11%[1.84 µM]	-3%
O=C(CSc1c(Cl)cccc1Cl)N1CCC(c2nc3ccccc3s2)CC1	-12%	i	-30%	-16	0.8%	-2%	?	-17%	nt
O=[N+]([O-])c1ccc(S(=O)(=O)NCC2COc3ccccc3O2)cc1 (stereo not given)	-13%	i	-24%	1	-0.4%	10%	8%	2%	-7%
CN(C)S(=O)(=O)c1ccc(C(=O)OCC(=O)NC(=O)NCc2ccccc2)cc1	1%	i	4%	9	0.1%	1%	-3%	3%	26%
CCOC(=O)c1c(C)n(-c2ccccc2)c2ccc(OC(=O)c3cccc(C)c3)cc12	-9%	i	-2%	nt	0.7%	11%	nt	0%	8%
Cc1ccc(Cc2nc3ccccc3nc2SCC(=O)N2CCCCC2C)cc1 (stereo not given)	16µM*	?	?	nt	-0.8%	-37%	nt	-3%	nt
CCc1c(O)nc(SCC(=O)Nc2ccc(Br)cc2)n(-c2ccc(C)cc2)c1=O	-13%	i	4%	-15	0.4%	-62%	6%	1%	8%
Cc1csc(SCC(=O)NCCc2ccc(Cl)cc2Cl)n1	-2%	i	-3%	-1	-0.8%[9.22 µM]	3%	3%	17%	-20%
COc1ccc(-n2c(C)c(C(C)=O)c3cc(OC(=O)c4ccc(C)cc4)ccc32)cc1	?	?	13%	nt	-1.6%	-13%	nt	0%	?
COc1ccc(CNC(=O)C2CCN(S(C)(=O)=O)CC2)cc1	1%	i	-30%	14	0.3%	11%	-13%	2%	6%
COc1ccccc1C(=O)Nc1ccc2[nH]ncc2c1	-7%	i	2%	-61*	-0.5%	-1%	0%	0%	8%
CC1=CC(C)(C)N(C(=O)CSc2nnc(N)s2)c2c(C)cc(C)cc21	-22%	i	5%	18	2.6%	2%	2%	-2%	7%
Cc1cc(C)c[n+](C[n+]2cc(C)cc(C)c2)c1	3%	i	3%	6	-0.1%	-4%	4%	1%	1%
Cn1c(=O)c2c(nc(CN3CCc4ccccc4C3)n2Cc2ccc(F)cc2)n(C)c1=O	?	i	1%	0	5.2%	-6%	11%	-6%	-4%
CC1(CN2CCCC2)CCC(NC(=O)C(c2ccccc2)c2ccccc2)C(C)(C)O1 (stereo not given)	-5%	i	nt	9	-0.5%	-26%	nt	nt	nt
CCOC(=O)N1CCN(C(=O)c2cc(OC)c(OC)c(OC)c2)CC1	-2%	i	5%	0	-0.4%	-49%	0%	0%	1%
Cn1nc(C(F)(F)F)c(-c2ccccc2)c1NC(=O)c1cccnc1	-16%	i	nt	-11	-0.4%	-16%	7%	0%	-18%
O=c1c2nnn(-c3ccc(Cl)cc3)c2ncn1Cc1ccccn1	-3%	i	-22%	14	2.0%	-15%	0%	4%	7%
Cc1ccccc1OCCOCCN1CCCCCC1	16%	i	-24%	-52*	0.3%	0%	11%	-4%	-4%
COc1ccc(/C(=N\O)c2ncc(C(F)(F)F)cc2Cl)cc1	-2%	i	6%	8	1.0%	2%	3%	7%	?
C[C@@H]1O[C@@H](OC[C@@H]2O[C@H](Oc3c(-c4ccc(O)cc4)oc4cc(O)cc(O)c4c3=O)[C@@H](O)[C@H](O)[C@H]2O)[C@H](O)[C@H](O)[C@H]1O	4%	i	2%	43	0.2%	1%	2%	-8%	3%
Cc1cccc(Nc2nc(N3CCCC3)nc(N3CCCC3)n2)c1	0%	i	-15%	-26	-0.3%	-11%	21µM*	?	-18%
CNS(=O)(=O)c1cc(NC(=O)CCNC(=O)c2ccco2)ccc1C	-12%	i	0%	9	-0.1%	5%	5%	4%	-8%
CCc1ccc(OCC(=O)NNC(=O)c2ccc(NC(=O)C3CC3)cc2)cc1	-15%	i	0%	0	0.0%	-86%	0%	8%	9%
CCc1ccccc1NC(=O)NCc1ccc2c(c1)CCN2C(=O)c1ccccc1	?	nt	nt	nt	2.4%	1%	nt	0%	nt
Cc1ccc(C(=O)O)cc1NC(=S)NCCc1ccccc1	1%	i	0%	2	2.4%	11%	-13%	-2%	-11%
Cn1c(=O)c2c(nc(NN=C3CCCC3)n2C)n(C)c1=O	-20%	i	nt	?	1.1%	-8%	-3%	-2%	-4%
CC1CCN(S(=O)(=O)c2cc(C(=O)N3CCN(c4ncccn4)CC3)ccc2Br)CC1	-6%	i	-24%	-18	0.0%	-3%	17%	1%	23µM*
